Compound activity as filed in PubChem.
KCNK3 inh = human KCNK3 channel inhibitors, primary screen, CHO cells, FluxOR thallium flux, B-score; hit rate 0.84% among 340,000; FluxOR fluorescence; stronger effect = lower value; Potassium channel subfamily K member 3 (Homo sapiens), O14649; B-score at 10 µM; AID 602410, 2012;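 active = B-score under library mean minus 4 SD, starting fluorescence ratio at most library mean plus 5 SD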;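 note: more negative B-score means stronger inhibition of thallium flux through KCNK3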
TRPC4 potent = positive allosteric modulators of TRPC4, primary screen, cell-based, mouse TRPC4beta, HEK293 mu-opioid, Fluo-4 calcium; Short transient receptor potential channel 4 (Mus musculus), Q9QUQ5; DAMGO EC20, Fluo-4 Ca2+ flux; stronger effect = higher value; B-score at 10 µM; hit rate 0.42% among 310,000;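 active = B-score of calcium response area above 5 SD of library B-scores, with initial fluorescence ratio within 5 SD of library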;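 note: B-score of integrated fluorescence ratio over time as area under calcium response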
TRPC4 agonist = activators of mouse TRPC4 channel, primary screen, Fluo4 calcium, HEK293 TRPC4beta/mu-opioid cells. Fluo4 calcium fluorescence; stronger effect = higher value. B-score at 10 µM. Short transient receptor potential channel 4 (Mus musculus), Q9QUQ5. hit rate 0.49% among 310,000;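 active = B-score above 5 SD of library B-scores, and initial fluorescence ratio not above library mean plus 5 SD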;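 note: positive B-score marks a calcium rise read as TRPC4 activation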
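Assay system: HEK293 stable line with TRPC4beta plus mu-opioid receptor; schedule: 45 min room-temperature Fluo4 loading, 110 s read; technique: kinetic Fluo4 calcium fluorescence; evaluation: integrated baseline-normalised fluorescence ratio, converted to per-well B score; controls: buffer (low) and maximal DAMGO (high)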
TMEM16A act = TMEM16A chloride channel activators or potentiators, primary screen, cell-based, HTS; hit rate 0.3% among 340,000; B-score at 10 µM; AID 623877, 2012; HEK293 TMEM16A/YFP-H148Q/I152L, iodide quench fluorescence; stronger effect = lower value;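 active = fluorescence-ratio B-score plate-corrected deviation score at least 3 library SD below zero, with starting fluorescence score within 5 deviations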;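 note: channel opened by trigger with iodide after compound preincubation; score built on the fluorescence ratio of max minus min over baseline; more negative score means more quench and so TMEM16A activation or potentiation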
Target sequence (Q8BHY3 whole entry, looked up): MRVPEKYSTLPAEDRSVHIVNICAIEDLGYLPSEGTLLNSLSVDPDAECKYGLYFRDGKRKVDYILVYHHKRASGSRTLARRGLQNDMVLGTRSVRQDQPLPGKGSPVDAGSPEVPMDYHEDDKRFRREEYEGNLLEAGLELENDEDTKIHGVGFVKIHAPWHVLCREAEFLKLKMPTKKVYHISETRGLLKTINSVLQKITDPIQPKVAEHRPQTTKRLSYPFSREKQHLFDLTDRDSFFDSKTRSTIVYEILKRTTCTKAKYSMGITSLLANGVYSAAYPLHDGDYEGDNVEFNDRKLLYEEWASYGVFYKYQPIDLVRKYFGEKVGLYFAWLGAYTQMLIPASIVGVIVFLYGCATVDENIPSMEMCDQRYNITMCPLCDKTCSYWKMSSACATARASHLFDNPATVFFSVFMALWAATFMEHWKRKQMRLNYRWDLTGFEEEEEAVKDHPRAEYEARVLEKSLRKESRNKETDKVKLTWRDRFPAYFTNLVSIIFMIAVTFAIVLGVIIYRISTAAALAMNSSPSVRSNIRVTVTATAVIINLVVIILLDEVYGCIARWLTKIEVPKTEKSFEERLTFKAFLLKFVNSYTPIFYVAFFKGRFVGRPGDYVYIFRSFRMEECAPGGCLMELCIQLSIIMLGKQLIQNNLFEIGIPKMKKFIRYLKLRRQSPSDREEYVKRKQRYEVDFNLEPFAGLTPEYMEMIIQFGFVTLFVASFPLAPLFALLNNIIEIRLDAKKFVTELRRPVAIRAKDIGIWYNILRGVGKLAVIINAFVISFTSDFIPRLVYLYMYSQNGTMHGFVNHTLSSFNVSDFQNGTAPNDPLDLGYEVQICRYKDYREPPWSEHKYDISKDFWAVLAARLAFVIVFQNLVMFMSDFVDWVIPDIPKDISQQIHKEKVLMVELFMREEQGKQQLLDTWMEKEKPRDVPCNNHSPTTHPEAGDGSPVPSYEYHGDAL
ANO1 block = TMEM16A chloride channel inhibitors, primary screen, cell-based, HTS; Anoctamin-1 (Mus musculus), Q8BHY3; HEK293 TMEM16A/YFP iodide influx fluorescence, ionomycin; normalized B-score (activity score, 25-100; higher = stronger inhibition) at 10 µM; hit rate 1.2% among 310,000;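 active = ratio plate-corrected score three or more library SD toward inhibition, starting fluorescence score within five deviations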;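 note: score derived from kinetic fluorescence span divided by baseline fluorescence per well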
DYRK1A inh = rat Dyrk1A kinase inhibitors, primary screen, biochemical, single point, plate reader. ADP-Glo luminescence, NFATc1 peptide. inhibition, % at 12.5 µM. hit rate 0.43% among 310,000; in the data active = inhibition above about 50%;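 note: plate controls were vehicle with enzyme for no effect and no enzyme for full effect; many of its hits are not listed in these tables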
KCNQ1 inh = inhibitors of human KCNQ1 channel, primary screen, cell-based, thallium flux, high-throughput | CHO-K1 KCNQ1, FluxOR thallium flux fluorescence; stronger effect = higher value | B-score at 10 µM | hit rate 1.3% among 310,000 | AID 2642, 2010;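 active = compounds whose thallium flux B-score, printed positive for inhibition, exceeds three library SD while starting fluorescence stays within three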;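 note: channel opened by potassium depolarization with thallium stimulus after 20 min compound exposure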
KCNK9 block = KCNK9 potassium channel inhibitors, primary screen, HEK293 cells, thallium flux | AID 488922, 2010 | FluxOR thallium flux fluorescence; stronger effect = lower value | Potassium channel subfamily K member 9 (Homo sapiens), Q9NPC2 | B-score at 10 µM | hit rate 1.2% among 310,000;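 active = ratio B-score over 3 SD below the library mean, with starting fluorescence within 5 SD of its mean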;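 note: negative B-score means less thallium flux so channel inhibition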
hERG protect = hERG rescue from dofetilide block, primary screen, cell-based, CHO-hERG, FluxOR thallium flux, dofetilide IC70; AID 1511, 2009; Voltage-gated inwardly rectifying potassium channel KCNH2 (Homo sapiens), Q12809; dofetilide IC70 present; hit rate 0.51% among 310,000; activation (rescue from dofetilide block), less the hit threshold, % at 10 µM;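 active = activation above the mean of controls blocked by dofetilide plus 5 SD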;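 note: thallium influx through hERG after potassium depolarization seen as dye fluorescence rise; in these data hits start at about 4.7%; inactives centre near -7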
HDAC3 inh = HDAC3 deacetylase inhibitors, primary screen, biochemical, fluorescence, cell-free homogeneous. hit rate 0.15% among 320,000. recombinant HDAC3, fluorogenic peptide/trypsin coupled. inhibition, % at 8.3 µM. AID 2718, 2010; in the data active = inhibition above about 26%, passing the limit was not always enough; inconclusive = no clear call, values can overlap the other calls
KCNQ1 act = potentiators or activators of KCNQ1 channel, primary screen, cell-based, thallium flux, high-throughput; Potassium voltage-gated channel subfamily KQT member 1 (Homo sapiens), P51787; CHO-K1 KCNQ1, thallium flux FluxOR fluorescence; stronger effect = higher value; B-score at 10 µM; hit rate 0.35% among 310,000; AID 2648, 2010;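 active = fluorescence ratio B-score, a plate-corrected score, at least three library SD, with initial intensity B-score within 5 SD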
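Assay system: CHO-K1 cells stably expressing KCNQ1. Medium: assay buffer for compound exposure, DMSO matched across wells. Timing: 37 °C overnight plating, 90-min dark dye load, 20-min compound pretreatment. Signal: kinetic FluxOR fluorescence, 10 s baseline plus 110 s post-stimulus.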
* hit, by the source's call; i = inactive; u = inconclusive; x = not tested or not shown.

Every second line gives: KCNK3 inh, TRPC4 potent, TRPC4 agonist, TMEM16A act, ANO1 block, DYRK1A inh, KCNQ1 inh, KCNK9 block, hERG protect, HDAC3 inh, KCNQ1 act
1) CN(C/C=C/c1ccccc1)C1CCCCC1
→ i, i, i, i, i, -0.9, i, i, -1.9, 3.6, i
2) CCCCC(=O)Nc1ccc(N2CCN(c3ccc(F)cc3)CC2)cc1
→ i, i, i, i, i, 6.3, i, i, -3.9, -2.7, i
3) CCCCN(Cc1ccco1)S(=O)(=O)c1c[nH]c(C(=O)OC)c1
→ i, i, i, i, i, -3.5, i, i, -7.5, 5.5, i
4) O=C(COC(=O)/C=C/c1ccco1)Nc1cccc([N+](=O)[O-])c1
→ i, i, i, i, i, 3.9, i, i, -7.1, -1.7, i
5) CC(=O)N/C(=C\c1ccccc1)C(=O)NC(C)C(=O)O (centres undefined)
→ i, i, i, i, i, x, i, i, -10.7, -4.5, i
6) Cc1cc(C)n(-c2ccc(C(=O)NC(C)C)cc2)n1
→ i, i, i, i, i, -1.3, i, i, -12.7, -3.3, i
7) Cc1cc(N2CCOCC2)nc(-c2ccc([N+](=O)[O-])cc2)n1
→ i, i, i, i, i, 1.0, i, i, -5.1, 2.5, i
8) O=C(CSc1nnc(SCc2ccc(Cl)cc2)s1)N1CCOCC1
→ i, i, i, i, i, 5.0, i, i, -2.8, -7.3, i
9) O=C(N/N=C/c1cc2c(cc1Cl)OCO2)c1ccncc1
→ i, i, i, i, i, 1.4, i, i, -7.2, u, i
10) Oc1ccccc1-c1nnc(-c2ccc(C(F)(F)F)cc2)o1
→ i, i, i, i, i, 1.2, i, i, -7.7, -1.3, i
11) CC1(OC(=O)C2CCCC2)C(=O)C=C2C=C(c3ccsc3)N(C(CO)CO)C=C2C1=O (centres undefined)
→ i, i, i, i, i, x, i, i, -0.6, 5.7, i
12) CC(=O)c1cccc(NC(=O)C2CCCN(S(=O)(=O)c3ccccc3)C2)c1 (centres undefined)
→ i, i, i, i, i, -2.2, i, i, -12.9, -3.6, i
13) COc1cccc(C2C3=C(CCCC3=O)Nc3nc(-c4cc(OC)c(OC)c(OC)c4)nn32)c1 (centres undefined)
→ i, i, i, i, i, -3.0, i, i, -7.7, -10.2, i
14) O=C(Cn1nnc(-c2ccccc2)n1)N/N=C/c1ccco1
→ i, i, i, i, i, -3.7, i, i, -1.2, -7.2, i
15) Cc1ccccc1Oc1nc2ccccn2c(=O)c1/C=C(\C#N)C(=O)Nc1c(C)n(C)n(-c2ccccc2)c1=O
→ i, i, i, i, i, 2.3, i, i, -9.1, -3.1, i
16) COc1ccc(C(=O)N=C2SC3CS(=O)(=O)CC3N2c2ccc(N(C)C)cc2)cc1OC (centres undefined)
→ i, i, i, i, i, 5.2, i, i, -2.2, 1.9, i
17) N#Cc1ccccc1NC(=O)CSc1nnc(-c2ccncc2)o1
→ i, i, i, i, i, -3.2, i, i, -9.9, 0.2, i
18) COc1ncnc2sc(-c3ccccc3)cc12
→ i, i, i, i, i, 5.8, i, i, -6.3, -2.1, i
19) O=C(NCc1cc([N+](=O)[O-])ccc1O)c1cccnc1Sc1ccc(Cl)cc1
→ i, i, i, i, i, -5.3, i, i, -4.2, -6.5, i
20) COC(=O)CCSc1nc(N2CCOCC2)c2c(c1C#N)CC(C)(C)OC2
→ i, i, i, i, i, 5.3, i, i, -6.3, -2.6, i
21) CCOC(=O)N/N=C/c1c(F)cccc1F
→ i, i, i, i, i, -1.2, i, i, -5.8, 1.1, i
22) Cc1ccc(S(=O)(=O)c2nc(C(C)(C)C)oc2N2CCOCC2)cc1
→ i, i, i, i, i, -50.6, i, i, -10.7, -0.3, i
23) CC(C)CNC(=O)COC(=O)c1cc(S(=O)(=O)N(C)C)ccc1N1CCCC1
→ i, i, i, i, i, -6.1, i, i, -3.4, 0.7, i
24) CCOC(=O)C1(CCCc2ccccc2)CCN(S(=O)(=O)N(C)C)CC1
→ i, i, i, i, i, -4.4, i, i, -4.4, -2.8, i
25) Cc1c(NC(=O)Nc2c(Cl)cccc2Cl)c(=O)n(-c2ccccc2)n1C
→ i, i, i, i, i, -1.5, i, i, -0.8, 0.2, i
26) CC(=O)c1cccc(CN2CCCCC2C(=O)Nc2ccc(Oc3ccccc3)nc2)c1 (centres undefined)
→ i, i, i, i, i, 2.8, i, i, -14.6, 0.1, i
27) CCOc1cc(/C=N/NC(=O)C(=O)Nc2cc(Cl)ccc2C)ccc1O
→ i, i, i, i, i, -4.6, i, i, -2.3, 0.4, i
28) C=CCNc1cc(N2CCCC2)ccc1[N+](=O)[O-]
→ i, i, i, i, i, 6.0, i, i, -10.3, -4.6, i
29) Cc1cc(NC(=O)NN2CCOCC2)nn1-c1c(Cl)cc(Cl)cc1Cl
→ i, i, i, i, i, -7.1, i, i, -9.6, -3.6, i
30) CCOc1cc2[nH]c(=O)n(CCC(=O)NCCc3ccc(OC)c(OC)c3)c(=O)c2cc1OCC
→ i, i, i, i, i, 0.8, i, i, -5.5, x, i
31) CC1Cc2ccccc2N1CC(=O)c1c(N)n(Cc2ccccc2)c(=O)n(C)c1=O (centres undefined)
→ i, i, i, i, i, 4.4, i, i, -7.5, -3.8, i
32) CCN(Cc1ccncc1)C(=O)c1cc(COc2c(C)cccc2C)on1
→ i, i, i, i, i, -8.7, i, i, -8.6, 7.6, i
33) O=C1C(=O)N(CCN2CCOCC2)C(c2ccc(Cl)c(Cl)c2)/C1=C(/O)c1ccc2c(c1)OCO2 (centres undefined)
→ i, i, i, i, i, -1.1, i, i, -7.4, x, i
34) Cc1ccc2nc(-c3ccncc3)c(NC3CCCCC3)n2c1
→ i, i, i, i, i, x, i, i, -12.1, -7.3, i
35) O=C(c1ccco1)N1CCC(c2nc3c(nnn3Cc3ccccc3Cl)c(=O)[nH]2)CC1
→ i, i, i, i, i, -3.7, i, i, -10.5, 0.4, i
36) CCc1c(C)nc2ncnn2c1N1CCC(C(=O)Nc2ccc(C)cc2)CC1
→ i, i, i, i, i, 1.9, i, i, -16.4, -1.8, i
37) Cc1nc(C(=O)Nc2ccccc2)sc1C(=O)Nc1ccccc1
→ i, i, i, i, i, x, i, i, -6.2, 1.7, i
38) CCCCOc1ccc(C(=O)N/C(=C\c2ccc(OC)cc2)C(=O)OCc2ccco2)cc1
→ i, i, i, i, i, -5.9, i, i, -9.3, 13.5, i
39) CCCCCNC(=O)c1cccnc1SCC(=O)Nc1ccccc1OC
→ i, i, i, i, i, -3.5, i, i, -2.4, -0.4, i
40) CNc1nc2sc3c(c2c(=O)n1C)CC(C)(C)SC3
→ i, i, i, i, i, 11.3, i, i, -7.9, -78.7, i
41) CCN(CC)CCCn1c2c(c(SCC(=O)Nc3nc(C)cs3)nc1=O)CCC2
→ i, i, i, i, i, -5.9, i, i, -8.4, u, i
42) Cn1c(N)c(C(=O)COC(=O)CCC2CCCCC2)c(=O)n(C)c1=O
→ i, i, i, i, i, -4.1, i, i, -20.8, 2.0, i
43) O=C(c1ccccc1)N1CCN(C(=O)c2nn3c(C(F)(F)F)cc(-c4ccco4)nc3c2Cl)CC1
→ i, i, i, i, i, -2.2, i, i, -5.3, -2.7, i
44) O=C(NCC(c1ccco1)N1CCN(c2ccccc2F)CC1)OCc1ccccc1 (centres undefined)
→ i, i, i, i, i, -2.8, i, i, -14.2, -1.6, i
45) O=C(Nc1n[nH]c(C2CCCCC2)n1)C1CCCCC1
→ i, i, i, i, i, -12.4, i, i, 1.2, 7.7, i
46) CC(=O)N[C@@H](C)C(=O)N1CCN(S(=O)(=O)c2ccc(Cl)cc2)CC1
→ i, i, i, i, i, -6.6, i, i, -11.9, 4.3, i
47) Nc1nnnn1CC(=O)N/N=C/c1cc([N+](=O)[O-])ccc1Cl
→ i, i, i, i, i, 0.8, i, i, -11.8, 11.3, i
48) CCc1sc(NC(=O)CN2CCOCC2)nc1-c1ccccc1
→ i, i, i, i, i, -3.8, i, i, 0.3, -1.4, i
49) COC(=O)c1sccc1NC(=O)c1ccc(OC)c([N+](=O)[O-])c1
→ i, i, i, i, i, x, i, i, -17.7, -3.9, i
50) CC(C)(C)C1CCC(N2CCN(c3ccccc3)CC2)CC1 (centres undefined)
→ i, i, i, i, i, -4.5, i, i, -6.3, 0.4, i

(more compounds)
Every second line gives: KCNK3 inh, TRPC4 potent, TRPC4 agonist, TMEM16A act, ANO1 block, DYRK1A inh, KCNQ1 inh, KCNK9 block, hERG protect, HDAC3 inh, KCNQ1 act
51) COC(=O)c1ccc(NC(=O)CCN2C(=O)C3C4CCC(C4)C3C2=O)cc1 (centres undefined)
→ i, i, i, i, i, -4.1, i, i, -12.5, -2.0, i
52) COc1cc2ncc(C(=O)c3ccccc3)c(N3CCN(Cc4ccccc4)CC3)c2cc1OC
→ i, i, i, i, i, -5.4, i, i, -15.9, 12.2, i
53) CC1(C)C2CCC1(CS(=O)(=O)N1CCCc3ccccc31)C(=O)C2 (centres undefined)
→ i, i, i, i, i, -2.0, i, i, -5.0, 8.3, i
54) OC(C#CCN1CCCC1)(c1ccccc1)c1cccnc1 (centres undefined)
→ i, i, i, i, i, -5.6, i, i, -8.4, 4.0, i
55) O=C(CC1C(=O)NCCN1CC1CCCCC1)NCc1ccc(F)cc1 (centres undefined)
→ i, i, i, i, i, -2.5, i, i, -22.6, -1.8, i
56) O=C(C1CCN(Cc2ccc(F)cc2)CC1)N(CCc1ccccc1)Cc1ccccc1
→ i, i, i, i, i, -4.7, i, i, -13.1, -2.3, i
57) CC(/C=C/C=C/c1ccccc1)=N/NC(=O)C(O)c1ccccc1 (centres undefined)
→ i, i, i, i, i, x, i, i, -13.0, 8.2, i
58) O=C(CN(C(=O)c1csnn1)c1cccc(Cl)c1)NC1CCCCC1
→ i, i, i, i, i, -6.0, i, i, -2.7, -2.7, i
59) CCOc1ncccc1C(=O)OCC(=O)N(CC(C)C)c1c(N)n(Cc2ccccc2)c(=O)[nH]c1=O
→ i, i, i, i, i, 8.7, i, i, -13.6, 5.0, i

An excerpt; the hit share may differ from the screen's.
